From PubChem
BCR signal inh: qHTS Assay to Find Inhibitors of Chronic Active B-Cell Receptor Signaling | ABC-DLBCL IkBa-CBG/CBR reporter, luminescence ratio, 4 h | Potency, µM (titrated, usually from 46.1 µM), for the others: top-dose ratio change, negative = lower green/red ratio, usual class: inhibitors | hit rate 0.05% among 340,000 | AID 493014, 2011; active = well fitted inhibition curve with a large enough effect in the signal ratio, with a control signal flat, not every such curve was filed as active; inconclusive = small, poorly fitted or top-dose-only effect, or effect the other way, or a change in a side signal; the % refers to the signal ratio;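 also: potency is read from the fitted curve at half-maximal effect; plate controls were basal doxycycline-induced cells for no effect and cells given 10 µM MG132 for full effect; MG132 reads +100%, hits lower the ratio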
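Compounds up to 46 uM were incubated four hours with TMD8 cells whose green CBG68 luciferase is fused to IkappaBalpha; red CBR luminescence normalised the signal, and concentration-effect curves were fitted to fusion, red and ratio data.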
GALK inh: qHTS Assay for Inhibitors of Human Galactokinase (GALK) | P51570 | Purified GALK, Kinase-Glo residual ATP luminescence | Potency, µM (doses to about 57.5 µM), for inactives: at the top dose activity change, negative = inhibition, most hits filed as inhibitors | hit rate 0.007% among 270,000 | AID 1868, 2009; also: potency is read from the fitted curve at half-maximal effect
Target sequence (P51570 whole entry, looked up): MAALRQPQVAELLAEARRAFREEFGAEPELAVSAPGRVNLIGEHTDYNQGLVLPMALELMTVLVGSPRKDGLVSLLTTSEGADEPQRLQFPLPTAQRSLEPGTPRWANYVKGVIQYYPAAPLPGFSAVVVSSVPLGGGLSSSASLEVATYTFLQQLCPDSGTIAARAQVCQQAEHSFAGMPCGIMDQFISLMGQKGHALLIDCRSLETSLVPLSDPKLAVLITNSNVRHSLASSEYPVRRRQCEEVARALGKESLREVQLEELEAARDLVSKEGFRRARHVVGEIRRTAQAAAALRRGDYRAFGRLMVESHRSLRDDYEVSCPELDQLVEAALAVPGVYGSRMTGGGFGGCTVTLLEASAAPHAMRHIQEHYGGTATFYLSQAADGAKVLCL
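Luminescence from leftover ATP (Ultra-Glo luciferase/luciferin) served as read-out after a 1 h room-temperature reaction of 5 nM GALK with 35 uM ATP and 100 uM galactose.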
KCNH2 3.1 block: qHTS for Inhibitors of KCHN2 3.1: Mutant qHTS | Potassium voltage-gated channel subfamily H member 2, brain isoform KCNH2 3.1 (human) | U2OS KCNH2 3.1, thallium flux FluxOr; hits give low values | activity change, % (tested at about 1.8 µM) | hit rate 0.95% among 340,000;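 active = maximum activity change below -70%; inconclusive = maximum activity change from -70% to -50%; inactive = maximum activity change above -50%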;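 also: thallium influx rate constant from kinetic fluorescence after stimulation buffer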
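Normalized rate constant (relative to positive and negative DMSO controls) derived from a 2 min kinetic fluorescence read after stimulation; U2OS cells expressing the 3.1 isoform via virus at 1.77 x 10^8 /mL.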
USP2a block: qHTS Assay for Inhibitors of Ubiquitin-specific Protease USP2a Using CHOP2 as the Reporter; hit rate 0.01% among 330,000; USP2 core, Ub-CHOP2 coupled fluorogenic reporter, 485/531; Potency, µM (highest dose often 38.3 µM), inactives show top-dose activity change, negative = inhibition, hits mostly inhibitors;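 also: potency is read from the fitted curve at half-maximal effect; plate controls were DMSO wells for no effect and full inhibition by NEM control for full effect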
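Deubiquitinase activity read as fluorescence (485/531 nm) after Ub-CHOP2 cleavage activates the enterokinase reporter on its substrate; USP2 core 10nM, Ub-CHOP2 and substrate 25nM each, 30min compound preincubation then 60min RT; data normalized to NEM, curves fitted.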
hERG WT inh: qHTS for Inhibitors of KCHN2 3.1: Wildtype qHTS. U2OS, BacMam KCNH2, thallium flux FluxOr; hits give low values. Voltage-gated inwardly rectifying potassium channel KCNH2 (Homo sapiens), Q12809. activity change, % at 1.84 µM. hit rate 0.37% among 340,000;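 active = maximum activity change below -70%; inconclusive = maximum activity change between -70% and -50%; inactive = maximum activity change above -50%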
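U2OS cells were transduced with wild-type KCNH2 virus (2.03 x 10^8 / mL) for 4 h at room temperature, then cultured overnight at 37 C. Thallium flux was read with FluxOr dye. Rate constants were normalized to DMSO controls.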
PKM2 act: qHTS Assay for Activators of Human Muscle isoform 2 Pyruvate Kinase. hit rate 0.34% among 260,000. Potency, µM (titrated, usually from 57.5 µM), without a hit: at the top dose activation, usual class: activators. AID 1631, 2009. purified PKM2, Kinase-Glo ATP luminescence, activation; response scale: 0% is enzyme alone, no compound; also: potency is read from the fitted curve at half-maximal effect; nearly all actives have a fitted effect of over 55% in size
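hPK-M2, >95% pure; 0.1 mM ADP / 0.5 mM PEP final; imidazole pH7.2 buffer w/ 7 mM MgCl2, 50 mM KCl; 1 h RT; Kinase-Glo lum. Intermediate enzyme activity for dual inhibitor/activator qHTS.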
FBPA coupling cs: qHTS Assay for Inhibitors of Fructose-1,6-bisphosphate Aldolase from Giardia Lamblia: Coupling assay counterscreen | hit rate 0.67% among 290,000 | AID 2472, 2010 | coupling enzyme system counterscreen, AmpLite Red fluorescence | activity change, negative = inhibition, % at 58.2 µM, hits read low; in the data active = activity change below about -30%
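Coupling enzymes only (glyceraldehyde-3-phosphate) + compound, at 57.5 uM final, 10 min RT; add substrate/coupling/AmpLite Red mix, 20 min RT; fluorescence ex 525/em 598 nm. Actives flag coupling-system interference.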
B2AR arrestin: qHTS assay of beta-arrestin-biased ligands of beta2-adrenergic receptor. Beta-2 adrenergic receptor (Homo sapiens), P07550. beta-arrestin recruitment to beta2AR, cell-based reporter. Potency, µM (titrated, usually from 46.1 µM), for the others: at the top dose activation, most hits filed as activators. hit rate 0.02% among 330,000. AID 492947, 2010;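 also: potency is read from the fitted curve at half-maximal effect; 0% = DMSO controls and full agonism = EC100 isoproterenol or metaproterenol; nearly all actives have a fitted effect of over 65% in size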
Eya2 inh: qHTS Assay for Inhibitors of the Phosphatase Activity of Eya2; Potency, µM (top dose mostly 76.9 µM), for the others: top-dose activity, negative = inhibition, actives largely listed as inhibitors; hit rate 0.006% among 330,000; recombinant Eya2, OMFP fluorescence dephosphorylation (OMFP is methylfluorescein phosphate); Protein phosphatase EYA2 (Homo sapiens), O00167; AID 488837, 2010; also: potency is read from the fitted curve at half-maximal effect
Target sequence (O00167 whole entry, looked up): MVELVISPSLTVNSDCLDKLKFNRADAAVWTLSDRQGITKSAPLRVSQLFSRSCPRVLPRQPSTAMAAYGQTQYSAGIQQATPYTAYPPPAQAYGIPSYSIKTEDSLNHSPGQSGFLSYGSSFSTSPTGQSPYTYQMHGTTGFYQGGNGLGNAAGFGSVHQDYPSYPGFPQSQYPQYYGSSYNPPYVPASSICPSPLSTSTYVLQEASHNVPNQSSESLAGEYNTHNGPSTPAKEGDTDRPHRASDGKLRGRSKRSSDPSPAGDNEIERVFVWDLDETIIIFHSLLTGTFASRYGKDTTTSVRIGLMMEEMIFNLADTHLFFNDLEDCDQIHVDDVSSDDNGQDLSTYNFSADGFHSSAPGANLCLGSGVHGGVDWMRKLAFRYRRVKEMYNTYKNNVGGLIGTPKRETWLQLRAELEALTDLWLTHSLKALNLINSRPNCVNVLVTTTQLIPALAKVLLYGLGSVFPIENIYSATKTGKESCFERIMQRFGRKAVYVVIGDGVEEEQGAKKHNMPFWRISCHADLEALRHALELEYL
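Eya2 (0.2 uM) preincubated 10 min at ambient with compound, then OMFP substrate added at 50 uM; 10 min reaction in 50 mM HEPES pH 7.5, 50 mM NaCl, 5 uM MgCl2, 0.05% BSA, 1 mM DTT. Fluorescence read at Ex 485/Em 525 nm.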
uPA surface inh: qHTS for Inhibitors of Cell Surface uPA Generation; hit rate 0.31% among 330,000; Potency, µM (series often up to 38.3 µM), inactives show at the highest dose activity change, negative = inhibition, usual class: inhibitors; cell surface uPA generation assay, qHTS; active = well fitted inhibition curve with a large enough effect; inconclusive = small, poorly fitted or top-dose-only effect; inactive = no such curve, though single readings can be large or run the other way; tested in mouse RAW 264.7 cells; also: potency is read from the fitted curve at half-maximal effect; nearly all actives have a fitted effect of over 55% in size
Giardia killer: Small Molecules that selectively kill Giardia lamblia: qHTS. Giardia lamblia trophozoite viability. activity change, % at 7.66 µM, hits read low. hit rate 0.15% among 340,000. AID 540267, 2011; in the data active = activity change below about -80%; inconclusive = between about -30% and that limit;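 also: parasites exposed to compound for two days anaerobically before the ATP read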
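Giardia lamblia trophozoites (100 cells/well) were incubated with compounds for 48 h at 37 deg C under anaerobic conditions. Viability was read as ATP content by one-step luminescence after 15-30 min at room temperature.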
* hit, by the source's call; u = inconclusive; x = no result given; [ ] = remark or other dose. Unless noted, calls follow the shape of the dose curve; as a rule, active = well fitted curve in the direction sought with a large enough effect; inconclusive = small, poorly fitted or top-dose-only effect, or another doubt; inactive = no such curve, though single readings can be large; an effect the other way counts as inactive or inconclusive. Unless noted, % is scaled to controls: 0 for no effect and ±100 for the full control effect.

SMILES	BCR signal inh	GALK inh	KCNH2 3.1 block	USP2a block	hERG WT inh	PKM2 act	FBPA coupling cs	B2AR arrestin	Eya2 inh	uPA surface inh	Giardia killer
CCc1ccc(S(=O)(=O)N/N=C(/C)c2ccncc2)cc1	1.4%	-1.0%	5.9	-0.5%	-3.1	3.0%	x	0.8%	-1.9%	-6.8%	-22.6
Cc1[nH]n(-c2ccccc2)c(=O)c1N=Nc1c(Cl)cccc1Cl	5.7%	-4.7%	33.3	0.6%	-8.2	-1.5%	0.9	0.0%	3.4%	1.2%	8.0
COc1ccc(-c2cc(N3C(=O)Nc4ccccc4N3O)n[nH]2)c(OC)c1	-1.8%	0.4%	2.0	1.9%	-5.3	-0.5%	4.5	0.4%	9.1%	9.3%	4.1
CCCCn1c(N)c(N(CCC(C)C)C(=O)C2CSC3(C)CCC(=O)N23)c(=O)[nH]c1=O (stereo not given)	6.5%	x	-3.6	0.9%	-5.3	x	x	0.5%	0.1%	-1.3%	28.7
CCC(=O)Nc1ccc(Cl)c(NC(=S)NC(=O)c2ccco2)c1	-4.2%	0.9%	7.3	0.9%	-0.4	-1.4%	2.2	-0.2%	-1.9%	-13.2%	14.2
COc1ccc(Cl)cc1C(=O)OCC(=O)c1ccc[nH]1	-0.5%	x	8.8	1.0%	-6.8	x	x	0.4%	9.6%	9.8%	-8.1
CC(C)CNC(=O)C(=O)NCC(c1ccc2c(c1)OCO2)N1CCOCC1 (stereo not given)	1.7%	-1.1%	3.5	2.1%	6.0	1.3%[0.46 µM]	0.6	0.2%	-4.1%	1.7%	34.9[activator]
O=c1c2ccc(Cl)cc2nc2n1CC/C2=C\c1cccc(O)c1	u	5.2%	-2.7	1.0%	-5.7	x	-0.5	-0.1%	3.1%	2.1%	24.4
COc1ccc(S(=O)(=O)N2CCC3(CC2)OCCN3S(=O)(=O)c2ccccc2)cc1OC	2.4%	x	-2.1	2.5%	2.9	x	x	-0.2%	-30.3%	-22.5%	5.9
O=C(NC12CC3CC(CC(C3)C1)C2)c1cncc(O)c1	15.0%	-0.4%	-5.3	9.2%	0.1	-0.2%	0.3	0.0%	-8.8%	-4.8%	7.6
Cc1cccc(NC(=S)NC(=O)c2ccc(Br)o2)c1	u	1.8%	-44.1	-0.5%	-47.8	-1.1%	1.0	6.7%	3.1%	-0.3%	-10.9
Cc1ccc(NS(=O)(=O)c2cccc(C(=O)O)c2)cc1S(=O)(=O)N1CCCCC1	0.1%	1.7%	6.0	3.0%	-10.6	7.0%	10.2	-0.8%	5.4%	-3.7%	3.2
COCCn1nnnc1C(c1cc2c(C)cc(C)cc2[nH]c1=O)N1CCCCCC1 (stereo not given)	u	-2.7%	10.3	-9.8%	-11.3	-16.5%	1.5	u	-2.2%	-0.8%	-3.3
CCN(CC)S(=O)(=O)c1cccc(C(=O)Nc2cccc(C)c2)c1	u	2.9%	-13.3	-1.3%	4.1	10.1%	-0.2	0.0%	-1.5%	-3.6%	-15.8
CCC(C)N(C(=O)COC(=O)CSc1ccc([N+](=O)[O-])cc1)C1CCS(=O)(=O)C1 (stereo not given)	-0.7%	2.2%	8.2	2.7%	8.4	x	x	-0.8%	-6.4%	0.9%	-7.3
COC(=O)c1cc(C(=O)OCC(=O)NCc2ccc3c(c2)OCO3)cc([N+](=O)[O-])c1	0.7%	1.2%	-11.4	1.4%	5.1	-6.9%	-3.0	-0.3%	2.9%	-2.5%	5.0
CCCCC1N2CC3([N+](=O)[O-])CN1CC([N+](=O)[O-])(C2)C3(C)C (stereo not given)	6.2%	2.4%	10.2	-0.2%	-6.3	-39.5%	0.8	-0.4%	-15.0%	-0.1%	4.6
CCN1C[C@@H]2[C@@H]3C(=O)N(Cc4ccccc4)C(=O)[C@@H]3[C@](Cc3ccccc3)(C(=O)OC)N2C1=NC	-2.8%	x	-18.9	2.2%	-4.1	x	x	0.1%	8.6%	3.7%	14.4
O=C(Oc1cccc2cccnc12)c1ccco1	23.1µM*	2.0%	-7.0	-2.7%	1.1	0.1%	-3.1	-0.4%	-4.0%	-2.3%	-9.2
O=C(Nc1cc(S(=O)(=O)N2CCCCC2)ccc1N1CCOCC1)c1ccc(F)cc1	2.6%	x	-3.7	0.1%	25.6	x	x	-0.2%	-19.8%	-5.7%	8.8
CC(=O)C1=C(C)NC(=O)NC1c1ccccc1OCC(=O)NCCc1ccccc1 (stereo not given)	19.1%	-1.9%	24.6	-2.7%	14.7	0.9%	-0.8	-0.1%	22.1%	1.8%	-7.1
O=C(Oc1ccccc1F)c1ccc2c(=O)n3c(nc2c1)CCC3	5.4%	x	-0.5	1.2%	-2.1	x	x	-0.4%	-33.9%	-11.0%	-12.9
Cc1cc(C)cc(NC(=O)CCN2C(=O)c3ccccc3C2=O)c1	0.2%	x	3.1	-0.3%	9.6	x	-1.8	0.4%	12.0%	5.3%	-9.5
CCOC(=O)c1ccccc1NC(=O)COC(=O)C1CCN(S(=O)(=O)c2ccccc2C(=O)OC)CC1	-5.3%	x	12.6	-2.5%	4.4	x	x	-0.1%	13.5%	-0.1%	4.0
COc1ccc2nc(NCCO)[nH]c2c1	u	0.4%	9.1	0.5%	0.5	2.2%	1.1	0.3%	-2.5%	8.3%	-4.8
CN(CCC1CCOCC1)C(=O)CC1C(=O)NCCN1Cc1ccccc1F (stereo not given)	0.2%	3.9%	8.4	0.7%	-9.3	-12.3%	-6.4	0.4%	2.8%	-4.3%	9.1
CN1CCc2c1nc1ccccc1c2NC(=O)CN1CCCC1	-2.0%	0.6%	7.7	-1.6%	10.6	0.1%	1.8	-1.2%	10.5%	3.7%	2.5
S=c1[nH]nc(-c2cccs2)n1C1CCCCC1	-3.3%	4.0%	9.5	-2.6%	-4.0	-22.7%	-2.5	-0.7%	0.3%	5.8%	u
Cc1ccc(C(=O)N2CCN(c3ccc([N+](=O)[O-])c(N4CCOCC4)c3)CC2)cc1	-12.5%	-2.5%	-2.8	0.3%	-0.7	4.1%	2.2	0.3%	-6.1%	-2.4%	-0.8
CC1CCN(c2ccc([N+](=O)[O-])cn2)CC1	u	-0.1%	0.4	2.3%	-2.9	-3.6%	4.9	0.4%	-0.7%	4.1%	-29.6
Cn1c(SCC(=O)Nc2cc(Cl)cc(Cl)c2)nnc1-c1ccc2nonc2c1	0.8%	-0.9%	-1.3	2.7%	8.0	-1.8%	-2.7	-1.0%	-3.1%	1.3%	1.9
CSCC[C@H](NC(=O)OC(C)(C)C)c1nnc(SCc2cccc(F)c2)o1	3.5%	0.1%	23.1	0.5%	-21.6	-0.5%	1.1	-0.7%	-5.3%	4.8%	-18.9
CCOC(=O)N1CCN(C(=O)COc2ccc3ccccc3c2Br)CC1	-4.6%	-18.8%	1.3	-1.5%	-0.4	-2.1%	x	-0.2%	-20.3%	0.6%	35.4[activator]
CC(C)(C)c1ccc(C(=O)Nc2ccc3c(c2)C(=O)NC3=O)cc1	-1.4%	x	-1.9	2.4%	5.8	-4.7%	-1.2	0.4%	-10.2%	u	5.7
O=C(Nc1ccccc1-c1nnn(CC(=O)N2CCCc3ccccc32)n1)c1ccco1	u	-1.5%	-25.1	4.2%	-25.7	0.2%	-8.3	0.5%	10.5%	5.2%	7.3
O=C(Cn1c(-c2ccccc2Cl)nc2ccccc21)Nc1cccc(Cl)c1	9.9%	0.0%	-1.8	-7.7%	-2.3	5.0%	1.3	0.1%	-0.9%	-2.1%	3.6
CCOc1ccc(NC(=O)CCCn2nc(C)c3c(C)n(-c4ccccc4)nc3c2=O)cc1	1.9%	-6.1%	-12.0	3.1%	-1.1	x	x	-0.2%	-1.0%	-6.9%	51.2[activator]
O=C(Cn1c2c(c(-c3ccccc3Cl)cc1=O)CCC2)NCCCN1CCOCC1	3.0%	5.9%	-1.2	4.2%	1.0	-0.3%	3.6	-0.5%	-0.6%	-3.2%	10.6
Cc1ccccc1NC(=S)NCc1ccc2c(c1)cc(C)n2C	u	x	-4.1	0.5%	7.2	1.3%	-0.9	-0.6%	5.4%	u	9.0
